# PMI inhibition: human PMI inhibitors, high substrate, primary screen, biochemical, fluorescence intensity, high mannose 6-phosphate (AID 1220). one-dose inhibition, % at 20 µM; IC50 in µM for titrated hits. 190,000 compounds, 0.66% hits. recombinant PMI enzyme, coupled fluorescence intensity; higher % means a stronger effect
# Ins promoter up: MIN6 insulin promoter up-regulation. MIN6 insulin promoter-GFP reporter, high-content imaging; hits give high values. z-score at 5 µM. 190,000 compounds, 0.3% hits. AID 1625;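 active = z-score above 3 at 5 µM with at least 500 cells counted in the well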
# bCat nuc transl: alters nuclear translocation of beta-catenin in HeLa cells; nuclear translocation activity, % at 5 µM; AID 1665; 190,000 compounds, 0.3% hits; immunofluorescence imaging;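 active = nuclear translocation activity above 50% at 5 µM, with a well cell count of 50 or more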;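 also: per-cell ratio of nuclear to cytoplasmic median beta-catenin stain intensity; plate controls were DMSO negative control for no effect and GSK-3 inhibitor IX positive control for full effect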
#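 test system = HeLa cells, endogenous beta-catenin | dosing = single 5 µM dose plus 0.02–20 µM confirmation series | times = compound treatment 24 h, 37°C, 5% CO2 | technique = beta-catenin immunofluorescence imaging with DAPI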
# PMI inhibitors: MPI enzyme activity inhibition – biochemical, fluorescence intensity, coupled assay, primary screen (AID 1209); inhibition, % at 20 µM; hits with a dose series show IC50 in µM; 190,000 compounds, 0.42% hits; purified PMI enzyme, coupled fluorescence intensity; higher % means a stronger effect;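 also: plate controls were DMSO vehicle for no effect and wells lacking substrate for full effect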
# T cell modulator: modulates CD8 T cell binding to vesicles; 2C CD8+ T cell-vesicle binding, flow cytometry; hits give low values; calls only at 7 µM; 330,000 compounds, 0.068% hits; AID 2052;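 active = response, share of CD8 T cells binding vesicles, and their 90th percentile fluorescence all below set limits, cut at about 80% in these data, passing the limit was not always enough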
#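 material = purified 2C TCR transgenic mouse naive CD8+ T cells | controls = Unloaded micro-vesicles (low), QL9 vesicles with 0.7% DMSO (high) | detection = cytometric PE anti-B7-1 and Alexa647 anti-CD8 signals after 1% paraformaldehyde fixation | incubation = binding step 1.5 h, 37 °C, antibody labelling 20 min, ice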
# TNAP activators: stimulation of alkaline phosphatase TNAP activity – biochemical, luminescent, no phosphate acceptor, uHTS, primary screen (AID 1001); 200,000 compounds, 0.03% hits; activation fold at 20 µM; hits with a dose series show EC50 in µM; purified TNAP, luminescent activation assay, no phosphate acceptor; higher activation fold means a stronger effect; in the data active = activation fold from about 3, or a potency from the dose series; inactive = the rest, 99 in 100 with activation fold below about 1.6; also: many of its hits are not listed in these tables
# Lipid droplet: hepatic lipid droplet formation modulation. AML12 mouse hepatocytes, oleate lipid droplets, BODIPY imaging. inhibition, % at 6.5 µM. 240,000 compounds, 0.4% hits. AID 1656;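 active = lipid droplet intensity inhibited by at least 50%, with more than 500 cells counted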
#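 material = mouse AML12 hepatocyte cell line, fixed after treatment | also added = 100 µM oleic acid challenge | doses = compound at 6.5 µM only | schedule = overnight exposure | technique = Image-based BODIPY and DAPI two-channel analysis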
# Autophagy mod: autophagy modulation, high-content screen | MEF GFP-LC3 puncta imaging; test concentration mostly 10 µM | calls only at 10 µM (by protocol) | 190,000 compounds, 0.98% hits;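 active = percentage of spot-positive cells more than 3 SD above its plate mean, without a fluorescence outlier flag or 80% toxicity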;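 also: spot-positive cell cutoff set from DMSO-treated cells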
# MT stabilize HCS: microtubule stabilizers in HeLa cells | AID 2205 | HeLa tubulin immunostaining HCS, 24 h; share of cells brighter than vehicle mean+2SD | 200,000 compounds, 0.83% hits | % tubulin-high responders, % at 10 µM;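 active = plate Z-score above 3 for both tubulin-high and condensed-nucleus cell shares, with cell loss under 80%, at 10 µM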;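 also: anti alpha tubulin signal scored within the nucleus-defined area of each cell; some results filed as inactive read as strong as hits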
# Ins promoter up cell count: recorded beside Ins promoter up, whose call it bears; cell count; measured here: cytotoxicity, nuclei count;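 total cells summed across four imaged fields per well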
# Lipid droplet cells 6.5 µM: also measured in Lipid droplet; calls as there; cell count; measured here: cell count, cytotoxicity flag;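 cells counted across two imaged fields per well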
# bCat nuc transl cell count 5 µM: further read-out of bCat nuc transl, marked with its call; cell count; measured here: cell count, cytotoxicity flag
# T cell modulator vesicle-bound %: also measured in T cell modulator; calls as there; double positive events, %; measured here: CD8+ vesicle-bound cell fraction;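 binding gate set so that unloaded-vesicle control wells show 10% double positive cells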
# MT stabilize HCS Hoechst-high %: second read-out of MT stabilize HCS, no call of its own (marks repeat the call); % Hoechst-high responders; measured here: nuclear condensation Hoechst responders;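 share of cells brighter than vehicle mean plus two SD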
# MT stabilize HCS cytotoxicity %: also measured in MT stabilize HCS; calls as there; toxicity, %; measured here: cytotoxicity by cell density;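 0% = mean cell density of plate MIN control wells and 100% = no cells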
# Autophagy mod cell loss 18 h: recorded beside Autophagy mod, whose call it bears; toxicity, %; measured here: cell loss, nuclei count;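 cell loss after 18 h compound exposure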
# The depositor's hits bear a star; i = inactive; · = not tested or not shown; + = active, no number. Rule as the data show it, unless noted: active = inhibition above about 50%; inactive = the rest.
SMILES,PMI inhibition,Ins promoter up,Ins promoter up cell count,bCat nuc transl,bCat nuc transl cell count 5 µM,PMI inhibitors,T cell modulator,T cell modulator vesicle-bound %,TNAP activators,Lipid droplet,Lipid droplet cells 6.5 µM,Autophagy mod,Autophagy mod cell loss 18 h,MT stabilize HCS,MT stabilize HCS Hoechst-high %,MT stabilize HCS cytotoxicity %
Clc1ccc(CSc2nnnn2-c2ccc3c(c2)OCO3)c(Cl)c1,2.5%,0.18,881,-3.3,1085,4.9%,i,40.6,1,3.2,826,i,5.5,3.3,2.7,3.8
Cc1ccc(C(=O)N2CCN(c3ccc(NC(=S)NC(=O)Cc4ccccc4)cc3)CC2)cc1,6.3%,-0.76,1359,0.0,1372,9.5%,i,71.4,1.1,·,·,i,40.9,2.0,1.9,8.3
NNc1nc2c(-c3ccc(F)cc3)nnn2c2ccccc12,32.0%,1.8,1120,-1.8,970,-2.1%,i,18.6,1.2,5.0,715,i,14.3,5.2,2.7,6.6
CCOC(=O)C1CCCN(C(c2ccccn2)c2c(C)[nH]c3ccccc23)C1 (stereo not given),0.3%,0.04,1303,-2.6,1051,5.1%,i,49.9,1.1,0.2,685,i,0.6,1.4,2.1,1.5
CC(=O)c1ccc(NC(=S)NNC(=O)c2ccncc2)cc1,17.2%,0.22,1321,0.9,978,16.5%,i,28.4,2.1,0.6,659,i,-16.0,8.8,2.3,9.1
COc1ccc(CN2C(=O)CS/C2=N/N=C/c2ccccc2)cc1,·,-0.56,1421,0.6,1295,·,i,14.3,·,-12.4,639,·,·,·,·,·
CCCCOC(=O)CSc1nc2c(c(=O)[nH]c(=O)n2C)n1C/C=C(\C)Cl,2.9%,1.47,1073,-2.5,962,3.6%,i,11.5,0.9,·,·,i,-4.2,4.9,3.7,6.7
CCCC(=O)C1=C(N2CCCC2)CC(C)(C)C(C(=O)OC)C1=O (stereo not given),·,0.43,1428,-1.5,1086,·,i,52.9,·,0.4,770,·,·,·,·,·
Cc1nn(Cc2c(Cl)cccc2Cl)c(Cl)c1/C=N/NC(=O)c1cccnc1,3.4%,-0.03,1302,1.7,1012,-1.6%,i,12.8,1.5,-2.8,620,i,2.9,3.2,3.9,5.5
Cc1ccc2nc(NC(=O)CSCC(=O)OCC(=O)c3ccccc3)sc2c1,-1.6%,-0.12,1476,1.2,976,12.9%,i,34.3,1.2,28.3,674,i,2.3,4.3,3.2,1.1
Cc1ccc(C)c(NC(=S)N(C)C)c1,·,0.16,1416,0.0,1326,·,i,58.9,·,-2.5,701,·,·,·,·,·
Cn1c(=N)c(S(=O)(=O)c2ccc(F)cc2)cc2c(=O)n3ccccc3nc21,-4.0%,-0.04,1428,-0.2,1394,-10.6%,i,30.0,1,·,·,i,1.2,0.9,0.9,7.0
CCN(CCCNC(=O)CC(C(=O)N1CCc2ccccc21)n1ccnc1)c1ccccc1 (stereo not given),25.3%,-0.4,783,-3.2,1368,21.7%,·,·,0.9,·,·,i,19.9,5.4,2.9,5.0
COc1ccc(C(=O)/C=C/c2cn(CC(O)CN3CCN(C)CC3)c3ccccc23)cc1OC (stereo not given),·,0.38,1114,0.8,1216,·,i,28.1,·,4.2,712,·,·,·,·,·
Cc1cnc2cc([N+](=O)[O-])ccc2n1,21.5%,-0.1,1315,-1.9,507,9.1%,i,45.6,1.1,-8.4,720,i,-5.6,2.5,3.9,7.9
Cc1ccc(S(=O)(=O)/N=C/c2ccc(N(C)C)cc2)cc1,-1.0%,-0.19,1245,-0.1,912,-2.6%,i,8.0,0.8,7.9,703,i,-4.9,6.4,3.6,5.9
CC(C)CC(NC(N)=O)C(=O)OCC(=O)Nc1ccc(OC(F)F)cc1 (stereo not given),10.2%,-0.42,1280,-2.5,1050,8.8%,i,41.7,1,3.5,703,i,3.1,6.9,1.6,7.4
Cc1ccc(/C(N)=N/OC(=O)Cc2ccccc2)cc1,-5.1%,0.07,1465,-2.0,1000,-2.8%,i,26.6,1,9.1,605,i,-0.9,1.7,3.3,5.9
Cc1nn(-c2ccccc2)c(C)c1NC(=O)CCl,-0.1%,3.88*,1027*,-0.9,1027,3.7%,i,41.6,1,-0.1,656,i,9.9,5.1,3.0,6.9
Cc1nc(NC(=O)CSc2nc3cccnc3n2Cc2ccccc2)sc1C,18.7%,-1.76,1149,-2.5,1165,25.3%,i,39.7,1.1,-8.2,732,i,-6.3,1.8,1.6,5.9
COC(=O)c1c(NC(=O)COC(=O)c2ccc(NC(=O)CC#N)cc2)sc2c1CCCCC2,10.1%,0.17,1511,-0.4,926,7.9%,i,14.4,1.1,8.2,661,i,6.1,2.1,1.7,3.5
Cc1ccc(NC(=O)COC(=O)Cn2cnc3ccccc32)cc1S(=O)(=O)N(C)C,-14.2%,0.4,1188,-0.3,519,-19.2%,i,8.8,1.1,13.7,634,i,3.5,5.4,1.8,10.9
COc1ccc(CCNS(=O)(=O)c2ccc3c(c2)CCN3C(=O)C2CC2)cc1OC,-0.3%,-1.28,1583,0.1,1326,-2.0%,i,57.1,1.1,·,·,i,24.5,5.3,2.6,17.0
Cc1ccccc1NC(=O)CSc1nnc(-c2ccoc2C)n1CCc1ccccc1,-1.0%,-0.91,874,-0.8,721,2.9%,i,20.0,1,·,·,i,6.8,4.4,2.4,4.4
CCc1ccc(NC2CC(=O)N(CCc3ccc(OC)c(OC)c3)C2=O)cc1 (stereo not given),7.9%,-0.01,1641,-3.9,978,4.8%,i,59.9,1.1,-17.4,678,i,-0.1,7.8,0.7,5.9
CC(C)(C)n1nnnc1C(c1cccnc1)N1CCN(c2ccccc2)CC1 (stereo not given),-1.9%,0.02,1540,-1.1,1305,1.8%,i,32.6,1,·,·,i,4.1,2.1,2.0,7.4
Cc1ccc(S(=O)(=O)N2CCN(CC(=O)N/N=C/C=C/c3ccccc3)CC2)cc1,8.2%,0.14,1156,-1.3,898,24.0%,i,42.1,1.1,-1.5,676,i,16.6,3.7,1.6,8.6
CCCCCC(=O)NNC(=S)NC(=O)c1cccc([N+](=O)[O-])c1,12.7%,-0.06,1194,1.1,441,49.7%,i,45.7,1,-0.3,749,i,-5.7,3.9,3.1,9.0
COC(=O)c1ccc(Nc2nc(C)cc(=O)[nH]2)cc1,14.9%,0.14,1306,0.8,977,18.9%,i,19.9,1,-0.6,778,i,0.6,2.6,0.9,61.7
O=C(Cc1ccc(S(=O)(=O)N2CCCCC2)s1)Nc1ccc(F)cc1F,7.8%,0.68,1206,0.1,537,4.8%,i,44.8,1,-7.6,634,i,-7.3,2.5,3.5,8.9
CCOc1ccc2oc(C(=O)OC(C(=O)NC(N)=O)C(C)C)c(C)c2c1 (stereo not given),·,-1.29,1085,0.0,1262,·,i,17.6,·,0.0,685,·,·,·,·,·
O=C(CCCOc1ccccc1)NCCc1ccccc1,3.6%,0.22,1498,4.6,974,3.3%,i,62.0,1,-25.4,677,i,-4.3,3.4,3.1,7.5
Cc1ccc(S(=O)(=O)N2CCOCC2)cc1C(=O)OCC(=O)NC1CCS(=O)(=O)C1 (stereo not given),-4.9%,·,·,0.6,958,5.5%,i,31.7,1,0.4,663,i,7.2,1.2,3.5,3.8
COc1cc(/C=N/NC(=O)c2ccc(Cl)c(S(N)(=O)=O)c2)ccc1OCC(N)=O,·,0.02,1403,-1.5,1150,·,i,21.3,·,12.0,682,·,·,·,·,·
CCOc1ccc(NC(=O)N2CCC(c3nc4ccccc4[nH]3)CC2)cc1,16.7%,0.27,1314,0.8,1121,-14.1%,i,40.2,1,0.7,682,i,27.2,3.7,1.9,10.7
Nc1c(Cl)cc(Cl)cc1C(=O)OCC(=O)N1CCCC1,-10.1%,1.05,851,·,·,-4.1%,i,37.8,1.1,·,·,i,36.5,1.3,1.2,7.5
COC(=O)c1ccc(S(N)(=O)=O)o1,-7.2%,0.13,1254,-2.4,872,5.1%,i,43.8,1.1,-2.5,694,i,-1.3,3.2,2.3,2.3
NC(=O)C1CCN(c2nnnn2-c2ccccc2)CC1,5.9%,0.15,771,·,·,5.3%,i,36.3,1.1,0.1,716,i,1.6,1.9,2.2,6.5
Cc1cnccc1CN(C)Cc1cn(C)nc1-c1cccc(Cl)c1,-0.9%,-0.85,1498,1.2,978,6.8%,i,51.9,1,-8.9,676,i,10.9,1.4,1.4,3.1
O=C(/C=C/c1ccc(OCCCF)cc1)NCc1ccc(Cl)cc1,8.2%,0.01,1221,0.0,1319,2.0%,i,38.3,1.1,·,·,i,22.9,1.5,1.5,6.4
O=C(NC(=S)NC1CCCc2ccccc21)c1ccco1 (stereo not given),0.5%,-0.81,1272,-1.0,1096,4.6%,i,39.6,1,-15.4,702,+,5.0*,4.3,2.6,4.7
COC(=O)c1ccc(S(=O)(=O)N2CCCCCC2)cc1,11.2%,-0.21,1359,-5.4,981,-2.4%,i,18.5,1,·,·,i,4.3,6.5,4.3,2.1
CCS(=O)(=O)N1Cc2ccccc2CC1C(=O)Nc1ccc(C)cc1 (stereo not given),-3.9%,-0.87,926,-1.5,1228,2.9%,i,36.2,1.1,-1.1,764,i,-1.5,1.8,1.8,3.1
CC1(C)C2CC=C(/C=N/NC(=S)NCCc3ccccc3)C1C2 (stereo not given),-9.0%,-0.8,1275,0.3,1000,-11.0%,i,49.0,1.1,21.2,581,i,31.2,1.2,0.7,2.7

# Two entries from above, as tab-separated lines.
SMILES	PMI inhibition	Ins promoter up	Ins promoter up cell count	bCat nuc transl	bCat nuc transl cell count 5 µM	PMI inhibitors	T cell modulator	T cell modulator vesicle-bound %	TNAP activators	Lipid droplet	Lipid droplet cells 6.5 µM	Autophagy mod	Autophagy mod cell loss 18 h	MT stabilize HCS	MT stabilize HCS Hoechst-high %	MT stabilize HCS cytotoxicity %
COC(=O)c1ccc(S(=O)(=O)N2CCCCCC2)cc1	11.2%	-0.21	1359	-5.4	981	-2.4%	i	18.5	1	·	·	i	4.3	6.5	4.3	2.1
CCS(=O)(=O)N1Cc2ccccc2CC1C(=O)Nc1ccc(C)cc1 (stereo not given)	-3.9%	-0.87	926	-1.5	1228	2.9%	i	36.2	1.1	-1.1	764	i	-1.5	1.8	1.8	3.1
